GoLoco inh red = inhibitors of human Gai1-RGS12 GoLoco interaction (red fluorophore). P63096. Gai1:RGS12 GoLoco peptide FP, rhodamine, 10 min. Potency, µM (top dose mostly 61.6 µM), inactives show at the highest dose activity, negative = inhibition, hits mostly inhibitors. 0.44% of 230,000 active; active = well fitted inhibition curve with a large enough effect, not every such curve was filed as active; inactive = no such curve, though single readings can be large or run the other way; also: nearly all actives have a fitted effect of over 30% in size; many of its hits are not listed in these tables
Target sequence (P63096 whole entry, looked up): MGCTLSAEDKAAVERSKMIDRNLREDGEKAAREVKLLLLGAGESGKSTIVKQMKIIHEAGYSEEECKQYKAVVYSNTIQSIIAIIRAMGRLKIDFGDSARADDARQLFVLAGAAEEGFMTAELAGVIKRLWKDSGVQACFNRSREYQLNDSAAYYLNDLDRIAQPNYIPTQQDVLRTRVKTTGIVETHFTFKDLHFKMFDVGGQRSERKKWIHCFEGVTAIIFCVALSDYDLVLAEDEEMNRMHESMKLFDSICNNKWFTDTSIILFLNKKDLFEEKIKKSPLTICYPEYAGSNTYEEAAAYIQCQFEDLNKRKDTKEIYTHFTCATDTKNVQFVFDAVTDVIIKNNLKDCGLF
TRb-SRC2 inh = inhibitors of human thyroid hormone receptor beta-SRC2 interaction. AID 1469. TRbeta-SRC2 peptide binding, fluorescence polarization; receptor liganded with 1 µM T3. 0.065% of 280,000 active. Potency, µM (titrated, usually from 106 µM), without a hit: top-dose activity change, negative = inhibition, actives largely listed as inhibitors;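 also: plate controls were bound peptide for no effect and peptide without receptor for full effect; nearly all actives have a fitted effect of over 50% in size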
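Read-out is fluorescence polarization (555 nm excitation, 632 nm emission) of a Texas Red SRC2 coactivator peptide; loss of signal reflects blocked binding to human TRb ligand-binding domain in the presence of 1 uM T3.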
TR SRC2 fluor cs = counter-screen for TRb-SRC2 inhibitors: fluorescence interference; TRb/SRC2 Texas Red total fluorescence interference; Potency, µM (series often up to 106 µM), for inactives: top-dose fluorescence change, negative = quenching; 0.29% of 280,000 active; AID 1479; active = well fitted curve in either direction with a large enough effect; inconclusive = small, poorly fitted or top-dose-only effect
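Human TRβ ligand-binding domain (0.6 uM) and Texas Red SRC2 peptide (20 nM) in Tris buffer with 1 uM T3 and 5% DMSO were incubated with pinned compound for 5 hr at ambient temperature. Total fluorescence was computed as S + 2P (555/632 nm).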
aGlu spleen mod = inhibits or activates alpha-glucosidase in human spleen homogenate | P10253 | human spleen homogenate, 4-MU-alpha-glucoside fluorescence | Potency, µM (titrated, usually from 79.9 µM), for the others: at the top dose activity change, negative = inhibition, usual class: inhibitors | 0.006% of 240,000 active;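 also: 0% = enzyme with vehicle and -100% = no enzyme basal signal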
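Compounds were titrated against alpha-glucosidase in spleen homogenate at pH 5.0, with 1 mM 4-methylumbelliferyl substrate for 40 min at 37 C. Reactions were quenched with pH 10 NaOH/glycine and fluorescence measured.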
L3MBTL1 block = blocks human L3MBTL1. AID 485360. Potency, µM (doses to about 57.1 µM), for the others: top-dose activity, negative = inhibition, hits mostly inhibitors. AlphaScreen L3MBTL1–H3K9me1 peptide binding. 0.66% of 230,000 active; also: nearly all actives have a fitted effect of over 60% in size
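First, the protein-peptide complex forms for 30 min at room temperature (L3MBTL1 50 nM, biotinylated H3K9me1 peptide 75 nM). Next, compounds are pin-transferred and incubated 30 min. Finally, AlphaScreen beads are added and read after 30 min.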
RECQ1 inh = blocks DNA unwinding by human RECQ1 | P46063 | RECQ1 DNA unwinding, red fluorescence kinetic read | Potency, µM (highest dose often 57.3 µM), for inactives: at the top dose activity, negative = inhibition, most hits filed as inhibitors | 0.54% of 240,000 active | AID 2549;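 also: plate controls were vehicle for no effect and no enzyme for full effect; nearly all actives have a fitted effect of over 30% in size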
Target sequence (P46063 whole entry, looked up): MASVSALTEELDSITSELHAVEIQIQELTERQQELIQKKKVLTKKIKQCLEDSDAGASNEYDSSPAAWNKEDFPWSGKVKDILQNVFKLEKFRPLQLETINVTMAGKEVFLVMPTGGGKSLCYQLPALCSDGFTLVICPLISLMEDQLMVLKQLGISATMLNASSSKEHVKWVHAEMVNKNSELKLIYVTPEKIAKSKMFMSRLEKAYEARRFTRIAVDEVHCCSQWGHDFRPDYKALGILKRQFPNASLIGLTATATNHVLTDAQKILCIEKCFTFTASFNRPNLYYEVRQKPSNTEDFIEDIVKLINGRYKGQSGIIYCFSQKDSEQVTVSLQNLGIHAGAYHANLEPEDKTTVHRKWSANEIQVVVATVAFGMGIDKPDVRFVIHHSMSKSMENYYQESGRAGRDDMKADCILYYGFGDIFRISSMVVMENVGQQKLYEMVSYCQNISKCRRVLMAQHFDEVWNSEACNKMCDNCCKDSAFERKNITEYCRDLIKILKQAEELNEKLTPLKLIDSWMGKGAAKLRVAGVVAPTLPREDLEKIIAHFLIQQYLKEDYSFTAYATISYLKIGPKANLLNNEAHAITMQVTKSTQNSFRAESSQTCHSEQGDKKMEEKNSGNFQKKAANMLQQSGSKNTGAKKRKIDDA
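RECQ1T1 50 nM; forked duplex (20 bp + 30-nt ss tails) 200 nM, ATP 2 mM final; pH 8.0, 2 mM MgCl2, 2.5 ug/ml poly(dI-dC); 15 min compound preincubation; discontinuous kinetic read over 2 h at RT.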
GAA inh = blocks human lysosomal alpha-glucosidase | P10253 | purified human GAA, 4-MU-alpha-glucoside fluorescence | Potency, µM (top dose mostly 76.9 µM), inactives show at the top dose activity change, negative = inhibition, most hits filed as inhibitors | 0.005% of 200,000 active | AID 1466;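 also: plate controls were uninhibited enzyme wells for no effect and no-enzyme background for full effect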
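Compounds are titrated up to 77 uM against 4 nM human enzyme. Substrate 4-methylumbelliferyl-alpha-D-pyranoside (400 uM) reacts 20 min at room temperature in pH 5.0 buffer; liberated 4-methylumbelliferone is read at 440 nm.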
GAA glycogen mod = alters human alpha-glucosidase cleavage of glycogen; P10253; recombinant GAA, glycogen substrate, Amplex Red glucose oxidase fluorescence; Potency, µM (highest dose often 76.4 µM), without a hit: at the highest dose activity change, negative = inhibition, hits mostly inhibitors; 0.38% of 300,000 active;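 also: 0% = full enzyme reaction and -100% = no-enzyme basal signal; the screen sought inhibitors and activators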
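Recombinant human alpha-glucosidase (4 nM final) hydrolysed bovine liver glycogen (30 ug) for 40 min at 37 C in pH 5.0 citrate/phosphate with 0.01% Tween-20. Released glucose detected by glucose oxidase/Amplex Red, Ex 573/Em 610 nm. Compounds up to 77 uM; AC50 from Hill fits.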
Active calls of the source: *; i = inactive; ? = inconclusive; · = not tested or not shown; [ ] = dose if it differs, or a comment. Unless noted, calls follow the shape of the dose curve; as a rule, active = well fitted curve in the direction sought with a large enough effect; inconclusive = small, poorly fitted or top-dose-only effect, or another doubt; inactive = no such curve, though single readings can be large; an effect the other way counts as inactive or inconclusive. Unless noted, % is scaled to controls: 0 for no effect and ±100 for the full control effect; potency is read from the fitted curve at half-maximal effect. Some of the compounds tested; the hit share may differ from the screen's.

SMILES	GoLoco inh red	TRb-SRC2 inh	TR SRC2 fluor cs	aGlu spleen mod	L3MBTL1 block	RECQ1 inh	GAA inh	GAA glycogen mod
COc1ccc(C(=O)NCC(=O)Nc2cccc(S(=O)(=O)NCc3ccco3)c2)cc1OC	93%[activator]	15%	4%	4%	-18%	-22%	3%	0%
O=C(NCC1COc2ccccc2O1)c1cn(Cc2ccc(F)cc2)nn1 (stereo unspecified)	13%	1%	-10%	4%	4%	-1%	-1%	0%
CCCOC(=O)C[N+](C)(C)CCOC1CC2CCC1(C)C2(C)C (stereo unspecified)	5%	1%	-1%	-6%	7%	13%	·	6%
COc1ccc(/C=N/NC(=O)c2cccnc2)cc1COc1ccc([N+](=O)[O-])c(C)c1	1%	0%	-3%	-11%	-22%	-14%	3%[15.4 µM]	0%
CCCCn1c(-c2ccco2)nc2ccccc2c1=O	3%	5%	1%	2%	-9%	-3%	-7%	2%
Cn1c(SCc2ccc(Cl)cc2)nc(C(F)(F)F)cc1=O	-2%	-18%	1%	-1%	13%	i	-2%	-1%
COc1ccc2[nH]c3c(=O)n(Cc4ccncc4)cnc3c2c1	11%	-5%	1%	4%	5%	-5%	·	5%
Cc1c(Cl)ccc2c(C(N)=O)cc(-c3ccccn3)nc12	16%	6%	-5%	-3%	·	-2%	0%	5%
O=C(Nc1ccc(S(=O)(=O)NC2=NCCCCC2)cc1)c1ccc2ccccc2n1	7%	-3%	0%	4%	1%	16%	-11%	22%
Cn1c(=O)c2c(nc(SCCN3CCCCC3)n2Cc2ccccc2)n(C)c1=O	4%	2%	0%	5%	-3%	-10%	1%	6%
C=CC[C@@H]1C=C[C@@H](O/N=C\[C@@H](OC)[C@H](C)/C=C\CC(=O)OC)[C@@H](CO)O1	·	0%[11.2 µM]	-1%[11.2 µM]	-4%[17.4 µM]	·	i[11.5 µM]	·	·
Cc1nnc(SCC(=O)Nc2cccc(S(=O)(=O)N(C)c3ccccc3)c2)s1	-23%	1%	4%	-3%	-1%	-1%	-3%	4%
COc1ccc(-c2coc3ccc(OC4OC(COC(C)=O)C(OC(C)=O)C(OC(C)=O)C4OC(C)=O)cc3c2=O)cc1 (stereo unspecified)	5%	-1%	-1%	4%	·	-2%	·	·
COc1ccc(N2C(=O)CCC(C(=O)N3CCC(C(N)=O)CC3)C2c2ccc(F)cc2)cc1 (stereo unspecified)	-2%	1%	2%	4%	-1%	-5%	3%	7%
O=C(Nc1c[nH]c(=O)[nH]c1=O)c1ccc2c(c1)C(=O)N(c1cccc([N+](=O)[O-])c1)C2=O	-4%	5%	-4%	7%	·	i	·	3%

Continued; it opens with the 4 that closed the last part.
SMILES	GoLoco inh red	TRb-SRC2 inh	TR SRC2 fluor cs	aGlu spleen mod	L3MBTL1 block	RECQ1 inh	GAA inh	GAA glycogen mod
Cc1nnc(SCC(=O)Nc2cccc(S(=O)(=O)N(C)c3ccccc3)c2)s1	-23%	1%	4%	-3%	-1%	-1%	-3%	4%
COc1ccc(-c2coc3ccc(OC4OC(COC(C)=O)C(OC(C)=O)C(OC(C)=O)C4OC(C)=O)cc3c2=O)cc1 (stereo unspecified)	5%	-1%	-1%	4%	·	-2%	·	·
COc1ccc(N2C(=O)CCC(C(=O)N3CCC(C(N)=O)CC3)C2c2ccc(F)cc2)cc1 (stereo unspecified)	-2%	1%	2%	4%	-1%	-5%	3%	7%
O=C(Nc1c[nH]c(=O)[nH]c1=O)c1ccc2c(c1)C(=O)N(c1cccc([N+](=O)[O-])c1)C2=O	-4%	5%	-4%	7%	·	i	·	3%
Cc1sc2nc(SCC(=O)c3cc(C)n(CC4CCCO4)c3C)n(C(C)C)c(=O)c2c1C (stereo unspecified)	6%	-16%	4%	1%	-3%	i	-10%	1%
CCOC(=O)CCN1C(=O)[C@H]2[C@H]3[C@H](O)[C@H](O)C/C(=N/O[C@@H]4O[C@@H](COC(C)=O)[C@@H](OC(C)=O)[C@@H](OC(C)=O)[C@H]4OC(C)=O)[C@@H]3CC[C@@H]2C1=O	·	-3%[11.2 µM]	2%[11.2 µM]	0%[17.4 µM]	·	-2%[11.5 µM]	·	·
CC(C)c1ccccc1NC(=O)CNCCc1ccc(C(F)(F)F)cc1	-1%	-8%	-3%	9%	·	-1%	·	-5%
N#Cc1c(-c2ccccc2)nc2n(-c3ccccc3)nc(C(=O)Nc3ccccc3)n2c1=O	11%	-1%	-1%	-7%	·	i	-6%	-6%
C=CCn1c(SCc2nc3c(c(=O)[nH]c(=O)n3CCCC)n2CCC)nnc1-c1ccccc1	0%	-2%	0%	2%	5%	-11%	-14%	-12%
COc1ccc(NC(=O)N/C=C/c2ccccc2)cc1	3%	1%	-5%	-8%	-20%	1%	8%	3%
CCCCOc1ccc(CN(C)c2ncnc(N)n2)cc1	-4%	-1%	-5%	-9%	-1%	i	1%	0%
O=C(CSc1nc2ccccc2[nH]1)Nc1ccc(F)cc1	2%	-11%	2%	3%	·	-2%	-6%	-14%
COc1ccc(C(=O)/C(=C\c2sccc2C)c2nc3ccccc3o2)cc1	-2%	-5%	-2%	-3%	-9%	-5%	0%	-3%
C=CC(=O)NC(NC(=O)C=C)c1ccccc1F	5%	0%	-5%	0%	2%	-9%	·	-1%
COc1ccccc1N1CCN(C(=O)c2cccc(Oc3ccccc3)c2)CC1	-5%	-5%	0%	-1%	·	-9%	-6%	-7%
Cc1[nH]c2ccc(-c3nnc(SCC(=O)N4CCCc5ccccc54)o3)cc2c1C	-5%	6%	0%	-5%	-2%	-17%	?	1%
O=C(/C=C/c1cccc([N+](=O)[O-])c1)c1cccs1	5%	-4%	-8%	0%	1%	-10%	-5%	13%
CCc1ccc(NC(=O)c2ccc(F)c(S(=O)(=O)NCC3COc4ccccc4O3)c2)cc1 (stereo unspecified)	-5%	8%	-2%	-9%	9%	-10%	1%	0%
CCCCn1c(N)c(-c2nc3ccccc3s2)c2c([N+](=O)[O-])nn(C)c(=O)c21	-2%	6%	0%	6%	·	i	-3%	-8%
CCN(CC)Cc1c(O)ccc2c(=O)c(-c3ccc4c(c3)OCCO4)coc12	6%	-6%	-4%	-3%	5%	-29%	2%	7%
Cc1c(NS(C)(=O)=O)c(=O)n(-c2ccccc2)n1C	2%	-7%	-3%	1%	·	13%	-1%	-3%
CCNC(=O)NC(=O)COC(=O)CCc1nc(=O)c2ccccc2n1C	2%	-6%	-3%	2%	18%	-14%	2%	-1%
CCOC(=O)Cc1csc(NC(=O)c2ccc3c(c2)OCO3)n1	3%	-2%	0%	-6%	2%	-2%	-4%	3%
COc1ccc(N(CC(O)CN2CCCCC2)S(=O)(=O)c2ccc(C)cc2)cc1 (stereo unspecified)	2%	-2%	-5%	0%	·	-2%	-4%	4%
CC(C)(C)n1ncc2c(=O)n(CC(=O)N3CCc4ccccc43)cnc21	5%	-9%	-2%	3%	-5%	1%	-1%	6%
CC(=O)OCC1OC(n2cnc3c(=O)[nH]cnc32)C(OC(C)=O)C1OC(C)=O (stereo unspecified)	1%	2%	1%	0%	·	7%	·	·
N#Cc1ccc(-c2ccc(F)cc2)nc1Oc1ccc(F)cc1	3%	-1%	-3%	-4%	2%	1%	5%	3%
Fc1ccccc1CSc1nc2ncc(Br)cc2[nH]1	9%	5%	-1%	1%	·	-4%	2%	5%
CN1CCCN([C@@H](c2ccccc2)c2ccc(Cl)cc2)CC1	6%[21.6 µM]	-5%[53 µM]	1%[53 µM]	-3%[29.1 µM]	·	i	·	·
Oc1ccccc1Nc1nc(NCc2ccco2)c2ccccc2n1	10%	-3%	-4%	-11%	-17%	-17%	·	11µM*
C=CCNc1nc2ccccc2c(=O)[nH]1	1%	-3%	2%	-1%	·	8%	-3%	4%
COc1ccc(C(=O)O/N=C(\N)c2ccccn2)c(OC)c1	8%	4%	-1%	-1%	4%	-4%	·	3%
c1ccc(CNc2nc(-c3cccs3)nc3ccccc23)cc1	3%	-1%	-1%	-3%	14%	0%	-3%	7%
CCCN(CCC)CCNC(=O)c1cc2c(=O)n(C)c3ccccc3c2n1C	-3%	7%	0%	0%	7%	-2%	-14%	-3%
COc1ccc(Nc2nc(-c3sc(NC(C)=O)nc3C)cs2)cc1	1%	3%	0%	2%	·	i	-1%	?
COc1ccc(-c2cc(C(F)(F)F)nc(SCC(=O)N(C)Cc3cn(C)nc3C)n2)cc1OC	1%	1%	-2%	4%	-4%	2%	6%	-2%
CC(=O)c1c(C)[nH]c(C(=O)OCC(=O)N2CCN(S(=O)(=O)c3ccc(C)cc3C)CC2)c1C	12%	-1%	-3%	-18%	·	0%	?	-11%
CC(=O)OC(C(=O)NCc1ccc2c(c1)OCO2)c1ccccc1Cl (stereo unspecified)	-14%	-1%	-3%	4%	35%	-1%	-5%[15.4 µM]	3%
CSc1nsc(SCC(=O)Nc2nncs2)n1	4%	3%	4%	6%	·	-9%	5%	0%
CCOC(=O)c1c(N)sc(=S)c2c1CCC2	12%	-19%	-8%	0%	?	?	-16%	?
Cc1ccccc1N1C(=O)c2cccc3c(N(C)CCO)ccc(c23)C1=O	-6%	3%	0%	-6%	21%	-12%	?	18%
CCOc1ccc2[nH]c(=O)c(CN(Cc3nnnn3CCc3ccccc3)CC3CCCO3)cc2c1 (stereo unspecified)	1%	-5%	-5%	-3%	?	-2%	4%	-3%
Fc1cccc(Cl)c1Cn1nnc(-c2ccc(N3CCOCC3)cc2)n1	10%	-20%	-3%	5%	3%	-1%	-1%	-4%
COc1ccc(N/C(=N\c2nc(C)cc(C)n2)NC(=O)C(C)C)cc1OC	3%	-1%	-5%	-8%	-2%	-8%	?	2%
CC1CCN(S(=O)(=O)c2ccc(Br)s2)CC1	7%	1%	-5%	0%	9%	-4%	-6%	-9%
COc1ccc(OC)c(Nc2nc(-c3cccs3)cs2)c1	-5%	1%	-5%	-1%	-4%	-12%	2%	?
COc1ccc(CNC(=O)CSc2nnnn2Cc2ccccc2)cc1	6%	-8%	-3%	-1%	1%	-11%	3%	2%

Screening results (PubChem)
